Bioassay records deposited in PubChem BioAssay by National Center for Advancing Translational Sciences (NCATS).
HEK293 viab: counter-screen for SNCA expression inhibitors: cell viability | HEK-293-SNCA-luc viability, GF-AFC fluorescence, 24 h | Potency, µM (highest dose often 57.1 µM), for the others: at the top dose activity change, negative = cytotoxicity, usual class: cytotoxic | 150,000 compounds, 0.12% hits | AID 1671193;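 note: potency is the fitted concentration of half-maximal effect; 0% = DMSO-treated cells and -100% = medium-only wells without cells; nearly all actives have a fitted effect of over 30% in size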
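HEK-293-SNCA-luc cells (1500/well) plated 24 h, then exposed 24 h to a dilution series; GF-AFC added 30 min at 37C, fluorescence 405/540 nm; normalised to medium-only and DMSO wells, Hill fit.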
GPT2 inhibitor: GPT2 alanine aminotransferase inhibition; Potency, µM (series often up to 57.7 µM), inactives show top-dose activity change, negative = inhibition, usual class: inhibitors; 100,000 compounds, 0.25% hits; Q8TD30; Recombinant GPT2, coupled pyruvate oxidase/HRP Amplex Red fluorescence; note: potency is the fitted concentration of half-maximal effect; nearly all actives have a fitted effect of over 60% in size; many of its hits are not listed in these tables
Target sequence (Q8TD30 whole entry, looked up): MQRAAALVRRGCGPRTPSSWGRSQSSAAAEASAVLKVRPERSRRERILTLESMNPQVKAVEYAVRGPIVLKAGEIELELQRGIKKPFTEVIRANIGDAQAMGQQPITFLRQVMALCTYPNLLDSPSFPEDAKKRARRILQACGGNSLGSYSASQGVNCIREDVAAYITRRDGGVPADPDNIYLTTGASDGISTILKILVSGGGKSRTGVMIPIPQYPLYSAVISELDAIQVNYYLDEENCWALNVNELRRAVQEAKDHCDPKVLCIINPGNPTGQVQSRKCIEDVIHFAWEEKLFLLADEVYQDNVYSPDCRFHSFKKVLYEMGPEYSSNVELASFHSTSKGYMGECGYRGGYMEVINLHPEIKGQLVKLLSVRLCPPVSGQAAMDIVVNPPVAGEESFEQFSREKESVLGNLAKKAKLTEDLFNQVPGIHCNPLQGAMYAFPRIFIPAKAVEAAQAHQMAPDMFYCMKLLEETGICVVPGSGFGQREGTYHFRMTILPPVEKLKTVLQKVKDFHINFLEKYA
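Inhibition is scored from Amplex Red fluorescence generated when pyruvate oxidase and HRP act on pyruvate released by GPT2. Reactions contain 10ng/uL enzyme, 250uM a-KG and 2mM L-alanine and run 30 min at room temperature.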
IP6K1 inhibitor: IP6K1 kinase inhibition; Q92551; IP6K1 kinase, ADP-Glo luminescence, 2 h; active compounds read low; activity change, % (series mostly up to about 58 µM); 140,000 compounds, 0.81% hits; in the data active = activity change below about -25%
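ADP-Glo luminescence measures ADP made by human IP6K1 during a 2 h RT reaction with ATP/IP6 (mix at 1.3 mM/130 uM); top library doses 57.5 and 19.1 uM final.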
3T3 cytotox: kills NIH 3T3 cells | NIH 3T3 viability, CellTiter-Glo ATP luminescence, 48-72 h | Potency, µM (series often up to 96.7 µM), for inactives: at the top dose activity change, negative = cytotoxicity, most hits filed as inhibitors | 94,000 compounds, 4.3% hits; note: potency is the fitted concentration of half-maximal effect; nearly all actives have a fitted effect of over 55% in size
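First NIH 3T3 cells are plated at 400 cells/well; next compound is pinned in; then plates incubate 48 or 72 hr at 37 °C; finally CellTiter-Glo is added and luminescence read after 10 min.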
SNCA expr inh: reduces expression of the alpha-synuclein gene; HEK-293 SNCA-luciferase knock-in, luminescence, 24 h; Potency, µM (series often up to 57.2 µM), inactives show top-dose activity change, negative = inhibition, actives largely listed as inhibitors; 140,000 compounds, 0.17% hits; AID 1671194;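 note: potency is the fitted concentration of half-maximal effect; plate controls were DMSO cells for no effect and cell-free wells for full effect; nearly all actives have a fitted effect of over 45% in size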
FLuc inh: inhibitors of firefly (Photinus pyralis) luciferase. P08659. purified P. pyralis luciferase, luminescence, biochemical. Potency, µM (highest dose often 115 µM), for the others: top-dose activity change, negative = inhibition, most hits filed as inhibitors. 76,000 compounds, 2.5% hits; note: potency is the fitted concentration of half-maximal effect; nearly all actives have a fitted effect of over 65% in size
Target sequence (P08659 whole entry, looked up): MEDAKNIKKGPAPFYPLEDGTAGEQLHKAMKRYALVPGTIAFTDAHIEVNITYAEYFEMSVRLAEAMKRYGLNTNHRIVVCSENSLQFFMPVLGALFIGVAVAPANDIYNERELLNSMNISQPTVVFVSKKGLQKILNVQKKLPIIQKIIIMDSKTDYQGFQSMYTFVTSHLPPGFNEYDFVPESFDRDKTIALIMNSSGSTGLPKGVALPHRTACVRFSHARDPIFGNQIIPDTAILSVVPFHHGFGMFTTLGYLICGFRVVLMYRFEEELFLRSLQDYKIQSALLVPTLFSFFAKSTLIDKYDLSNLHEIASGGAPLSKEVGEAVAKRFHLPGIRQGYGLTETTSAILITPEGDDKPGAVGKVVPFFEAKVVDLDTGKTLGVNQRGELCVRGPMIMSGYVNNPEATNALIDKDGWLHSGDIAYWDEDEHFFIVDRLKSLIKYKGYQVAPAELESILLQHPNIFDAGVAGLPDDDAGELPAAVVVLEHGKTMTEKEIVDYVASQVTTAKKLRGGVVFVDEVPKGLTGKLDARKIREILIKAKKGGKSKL
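Biochemical qHTS: compound (6-point titration) added to 10uM D-luciferin plus 10uM ATP in Tris acetate pH 7.5 buffer with Mg, Tween-20 and BSA, then purified enzyme at 10nM; light output imaged.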
HEK cytotox: HEK 293 cell cytotoxicity | HEK 293 viability, ATP luminescence (CellTiter-Glo), 48-72 h | Potency, µM (highest dose often 115 µM), for inactives: at the top dose activity change, negative = cytotoxicity, usual class: inhibitors | 94,000 compounds, 6.6% hits; note: potency is the fitted concentration of half-maximal effect; nearly all actives have a fitted effect of over 60% in size
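Viability of HEK 293 cells, plated at 250 cells/well, was judged by cellular ATP after compound treatment for 48 or 72 hr. Luminescence was imaged 10 min after CellTiter-Glo addition at room temperature.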
Active calls of the source: *; i = inactive; ? = inconclusive; nt = not tested or not shown; [ ] = another dose, or the depositor's remark. Unless noted, calls come from the whole dose curve; as a rule, active = well fitted curve in the direction sought with a large enough effect; inconclusive = small, poorly fitted or top-dose-only effect, or another doubt; inactive = no such curve, though single readings can be large; an effect the other way counts as inactive or inconclusive. Unless noted, % is set by controls: 0 for no effect and ±100 for the full control effect. An unsorted share of the library. Share with any hit: about 7.8%.

SMILES | HEK293 viab | GPT2 inhibitor | IP6K1 inhibitor | 3T3 cytotox | SNCA expr inh | FLuc inh | HEK cytotox
O=C(c1nnc(CNc2ccccn2)n1-c1cccnc1)N1CCC[C@@H]1C(c1ccccc1)c1ccccc1 | 3% | i | 0 | ? | -11% | 1% | -2%
CCOc1ccccc1NC(=O)N1CC[C@H]2C(=O)NCCCCCCN(Cc3ccncc3)[C@@H]2C1 | -19% | i | 19 | -33% | -22% | -4% | -24%
CCNC(=O)CN1CCCC(N2CCN(Cc3ccc4c(c3)OCO4)CC2)C1 (centres undefined) | -8% | -9% | -13 | -2% | -7% | -2% | i
CCN(CC)Cc1ccc2cc(COC(=O)Nc3ccc(C(=O)NO)cc3)ccc2c1 | ? | 15µM* | 11 | nt | -9% | nt | nt
COC(=O)[C@@H]1Cc2c([nH]c3ccccc23)[C@H]2C[C@@H](N3CCOCC3)C[C@@H](c3ccc(OC(F)(F)F)cc3)N21 | 7% | -29% | 7 | 45µM* | 12% | -7% | ?
CCc1cn(C[C@@H](C(=O)O)N(CC)CC)c(=O)[nH]c1=O | -7%[87.6 µM] | -5%[88.5 µM] | 10 | 4%[174 µM] | -18%[87.6 µM] | 0%[230 µM] | i
O=[N+]([O-])c1cccc2cn[nH]c12 | 5% | -16% | nt | nt | 45%[activator] | nt | nt
Cc1nc(N2CCOCC2)c2c(C(=O)N3CCN(c4cccc(C(F)(F)F)c4)CC3)c(C)oc2n1 | -9% | nt | -13 | nt | 21% | nt | nt
Cc1ccc(NC(=O)CSc2nnc(-c3cc4occc4n3C)n2-c2ccccc2C)c(Cl)c1 | -1% | nt | 46 | nt | -12% | nt | nt
Cc1nc(N2CCCC2)ncc1C(=O)Nc1ccc(F)cc1F | -6% | nt | -21 | nt | 54%[activator] | nt | nt
CCOc1ccc(N(CC)C(=O)C2CCN(S(=O)(=O)c3cccc4nonc34)CC2)cc1 | -3% | nt | -22 | nt | 56%[activator] | nt | nt
COCCNC(=O)C1c2ccccc2C(=O)N(Cc2ccccc2)C12CCCC2 (centres undefined) | -20% | -2% | 4 | i | -27% | 3% | 3%
Cc1oc(C(O)c2ccccc2F)nc1C(=O)Nc1ccc(N2CCOCC2)cc1 (centres undefined) | -10%[87.6 µM] | i | 0 | -25%[138 µM] | -2%[87.6 µM] | 10µM* | ?
c1ccc(COc2ccccc2Cc2nc(-c3cccnn3)no2)cc1 | -12% | 5% | 8 | ? | -7% | -15% | ?
CC(=O)N1CCC(C(=O)NCc2cc3n(n2)CCN(C2CCCCC2)C3)CC1 | 1% | i | 6 | 1% | 1% | 2% | -2%
COc1cccc(CC(=O)Nc2ccc3c(c2)CN(CCc2ccccc2)C(=O)C(C)O3)c1 (centres undefined) | -13% | 0% | -10 | ? | -9% | -12% | ?
COc1ccc(-c2ccccc2)cc1N1C(=O)[C@@H]2C[C@H]1CN2C(=O)C(C)(C)C | -12% | i | 0 | ? | -22% | 1% | -25%
COc1ccc(C(=O)N2CCN(c3nccc(Nc4ccccc4OC)n3)CC2)cc1 | -8% | i | 6 | ? | -20% | nt | 40µM*
COc1cc(C2OCC3(O)C(c4ccc(O[C@@H]5O[C@H](CO)[C@@H](O)[C@H](O)[C@H]5O)c(OC)c4)OCC23O)ccc1O (some centres undefined) | ? | 1%[27.3 µM] | 12 | nt | nt | nt | nt
CCn1cc(-c2ccc(Cl)cc2)cc1C(=O)NCc1ccncc1 | -11% | i | -4 | ? | 30%[activator] | -1% | ?
CN1CC(=O)N(C2CCNCC2)Cc2c(NCCN3CCOCC3)ncnc21 | 7% | -21% | -14 | i | -26% | nt | i
CCOc1ccc(NC(=O)CCS(=O)(=O)c2ccc(Br)s2)cc1 | -8% | nt | 23 | nt | 9% | nt | nt
Cc1oc2ncnc(N3CCCCC3)c2c1C(=O)N1CCN(c2cccc(Cl)c2)CC1 | 9% | nt | 39 | nt | -6% | nt | nt
CN(C)c1ccc(NC(=O)Cn2cc(S(=O)(=O)Cc3ccccc3Cl)c3ccccc32)cc1 | -10% | nt | 1 | nt | 95%[activator] | nt | nt
Cc1cccc(OCC2(CNC(=O)c3ccc(F)cc3)C[C@@H](O)[C@@H](O)C2)n1 (some centres undefined) | -11%[87.6 µM] | -10%[88.5 µM] | 5 | 4%[138 µM] | 6%[87.6 µM] | 13%[172 µM] | -8%[172 µM]
Cc1n[nH]c(C)c1CNC(=O)C1CCCN(C2CCN(C(=O)C3CC3)CC2)C1 (centres undefined) | 16% | -5% | 5 | 4% | 23% | -4% | 4%
O=C(c1ccnnc1)N1CC(F)(F)C[C@H]1c1nc(-c2ccncc2)no1 | -3% | 4% | 0 | -6% | -6% | -4% | i
Cc1ccc(NC(=O)N2CCCC2c2nncn2-c2ccccc2)cc1C (centres undefined) | 1% | i | -8 | -9% | -3% | 1% | 7%
O=C(CSc1nc2nccnc2c(=O)n1CCc1c[nH]c2ccccc12)Nc1ccccc1F | ? | nt | 28 | nt | 22% | nt | nt
COc1ccc(-c2cn3c(n2)sc2cc(C(=O)Nc4cc(OC)cc(OC)c4)ccc23)cc1 | 9% | nt | -10 | nt | 50%[activator] | nt | nt
CCNC(=O)N(C1CC1)C1CCOC2(CCN(C(=O)Cc3cccc(C)c3)CC2)C1 (centres undefined) | 7% | i | -22 | -26% | 14% | 2% | -26%
Cn1c(SCc2ccc(C(F)(F)F)cc2)nc2c([nH]c3ccccc32)c1=O | 4% | nt | 29 | nt | 23% | nt | nt
COCCNc1cc(-c2cccc(C(F)(F)F)c2)nc2c(C)noc12 | ? | 4%[88.5 µM] | -18 | ? | -4%[87.6 µM] | 14%[172 µM] | 89µM*
O=C(CCn1ccc(=O)[nH]c1=O)N[C@H](c1ccccn1)C1CC(O)C1 (some centres undefined) | -2% | i | 29 | -4% | -18% | -1% | -1%
O=C(Cn1c(=O)ccc2cc(S(=O)(=O)N3CCCC3)ccc21)Nc1ccccc1 | 0% | nt | -5 | nt | -9% | nt | nt
COc1cc(/C=C/c2nc(C#N)c(N3CCN(C)CC3)o2)cc(OC)c1OC | 0% | nt | -12 | nt | 14% | nt | nt
CCOc1cc(=O)n2c(c1C(=O)Nc1cccc(Cl)c1F)CCCC2 | -3% | i | -14 | -26% | -12% | 5% | -22%
Cc1cc(NC(=O)C(C)(C)C)cc(-c2nc3ncccc3o2)c1O | -1% | nt | 5 | nt | -8% | nt | nt
COCCNC(=O)CCCn1c(SCC(=O)Nc2ccc(F)cc2)nc2c(sc3ccccc32)c1=O | -17% | nt | -11 | nt | -11% | nt | nt
CN1CCCC2(C1)CN(C)c1ccc(C(=O)NCCOc3ccccc3)cc12 (centres undefined) | 4%[87.6 µM] | -6%[88.5 µM] | 0 | ? | -2%[87.6 µM] | 14%[172 µM] | ?
O=C(Cc1ccc(Cl)cc1)N1C[C@@H](CN2CCCCC2)[C@@H](CO)C1 | 5% | -3% | 0 | 1% | -1% | 2% | -8%
CC(=O)N1CCC(N2C[C@H](O)C[C@H]2c2nc(CS(=O)(=O)c3ccc(C)cc3)no2)CC1 | -9% | i | -12 | -12% | 2% | 1% | -10%
CCc1ccc(S(=O)(=O)c2cn(CC(=O)Nc3cccc(C)c3)c3ccc(Cl)cc3c2=O)cc1 | 2% | nt | 16 | nt | -4% | nt | nt
Cc1noc(-c2cccc(F)c2)c1C(=O)NCCc1cccc(Cl)c1 | 13% | -7% | -3 | ? | -20% | -7% | ?
CCOc1cc(C2c3c(oc4ccccc4c3=O)C(=O)N2Cc2ccc(OC)cc2)ccc1O (centres undefined) | -3% | nt | 3 | nt | -35% | nt | nt
COc1ccc2c(c1)OC[C@@H]1CN(CCC#N)C(=O)CCN(C(=O)COc3ccccc3)[C@H]21 | nt | nt | -4 | ? | nt | nt | -29%
COC(=O)Nc1cc(C2CC2)nn1C | 7%[87.6 µM] | -7%[88.5 µM] | -9 | i | 15%[87.6 µM] | nt | i
CC1=C(c2ccc(F)cc2)S(=O)(=O)N=C1N1CCC(C(=O)NCCc2ccccc2C)CC1 | 7% | nt | 9 | nt | 5% | nt | nt
CN(C)C(=O)c1csc(N2CCN(c3cccc(Cl)c3)CC2)n1 | -3% | i | -4 | ? | -8% | ? | ?
COc1nccnc1NC1CCN(C(=O)c2cccs2)CC1 | 3% | i | 12 | 3% | 3% | 3% | 6%

Grouped by structure: the compounds so far containing a CF3 group.
SMILES | HEK293 viab | GPT2 inhibitor | IP6K1 inhibitor | 3T3 cytotox | SNCA expr inh | FLuc inh | HEK cytotox
COC(=O)[C@@H]1Cc2c([nH]c3ccccc23)[C@H]2C[C@@H](N3CCOCC3)C[C@@H](c3ccc(OC(F)(F)F)cc3)N21 | 7% | -29% | 7 | 45µM* | 12% | -7% | ?
Cc1nc(N2CCOCC2)c2c(C(=O)N3CCN(c4cccc(C(F)(F)F)c4)CC3)c(C)oc2n1 | -9% | nt | -13 | nt | 21% | nt | nt
Cn1c(SCc2ccc(C(F)(F)F)cc2)nc2c([nH]c3ccccc32)c1=O | 4% | nt | 29 | nt | 23% | nt | nt
COCCNc1cc(-c2cccc(C(F)(F)F)c2)nc2c(C)noc12 | ? | 4%[88.5 µM] | -18 | ? | -4%[87.6 µM] | 14%[172 µM] | 89µM*

(next part)
SMILES | HEK293 viab | GPT2 inhibitor | IP6K1 inhibitor | 3T3 cytotox | SNCA expr inh | FLuc inh | HEK cytotox
Cn1nccc1-c1ncc2c(n1)OCCN(Cc1ccccc1)C2=O | 7%[87.6 µM] | i | 6 | -25%[138 µM] | -22%[87.6 µM] | 4%[172 µM] | ?
COc1ccccc1C(=O)NC1CCN(Cc2ccc(-c3cc(F)ccc3OC)cc2)C1 (centres undefined) | nt | nt | 4 | ? | nt | nt | ?
COc1ccc(Nc2oc(-c3ccc(COc4cccc(C)c4)o3)nc2C#N)cc1 | -24% | nt | -13 | nt | ? | nt | nt
CCCN(CC1CCOC1)S(=O)(=O)c1ccc(Cl)s1 (centres undefined) | 6% | 2% | -2 | -11% | -7% | 8% | -22%
Cc1cccc(NC(=O)CSc2nc(C)c(Cc3ccccc3)c(=O)[nH]2)c1 | 10% | nt | -4 | nt | -18% | nt | nt
CCc1ccccc1NC(=O)c1nnn(-c2ccc(F)cc2)c1C | 8% | nt | 1 | nt | 75%[activator] | nt | nt
O=C(NC1CCCC1)c1nc2cccnc2n(C2CC2)c1=O | 9%[87.6 µM] | -11%[88.5 µM] | 8 | -1%[138 µM] | 4%[87.6 µM] | nt | i
CSc1ccc(-c2cccc(CN3CCC(NC(=O)NC4CCCC4)CC3)c2)cc1 | nt | nt | 20 | -17% | nt | nt | -9%

An excerpt from above with just SNCA expr inh.
| structure | SNCA expr inh |
| --- | --- |
| CC(=O)N1CCC(C(=O)NCc2cc3n(n2)CCN(C2CCCCC2)C3)CC1 | 1% |
| CCNC(=O)N(C1CC1)C1CCOC2(CCN(C(=O)Cc3cccc(C)c3)CC2)C1 (centres undefined) | 14% |
